DT40 TDP1 no CPT – qHTS for Inhibitors of human tyrosyl-DNA phosphodiesterase 1 (TDP1): qHTS in cells in absence of CPT; AID 686978, 2013; Potency, µM (top dose mostly 46.2 µM), inactives show top-dose activity change, negative = growth inhibition, most hits filed as inhibitors; 420,000 tested, 15% active; DT40 Tdp1-/- hTDP1 cells, no CPT, ATP luminescence, 48 h; note: nearly all actives have a fitted effect of over 55% in size
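Chicken DT40 Tdp1-/- cells stably complemented with human TDP1 were seeded at 400 cells/well with DMSO in place of 20 nM camptothecin. After compound pinning, cells grew at least 48 hr at 37 °C; viability read by CellTiter-Glo luminescence.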
KAT2A inh – qHTS Assay for Inhibitors of GCN5L2 | GCN5L2 HAT assay, ThioGlo1 CoA-SH fluorescence | Potency, µM (series often up to 58.9 µM), for inactives: at the top dose activity change, negative = inhibition, actives largely listed as inhibitors | 390,000 tested, 0.21% active
Target sequence (Q92830 whole entry, looked up): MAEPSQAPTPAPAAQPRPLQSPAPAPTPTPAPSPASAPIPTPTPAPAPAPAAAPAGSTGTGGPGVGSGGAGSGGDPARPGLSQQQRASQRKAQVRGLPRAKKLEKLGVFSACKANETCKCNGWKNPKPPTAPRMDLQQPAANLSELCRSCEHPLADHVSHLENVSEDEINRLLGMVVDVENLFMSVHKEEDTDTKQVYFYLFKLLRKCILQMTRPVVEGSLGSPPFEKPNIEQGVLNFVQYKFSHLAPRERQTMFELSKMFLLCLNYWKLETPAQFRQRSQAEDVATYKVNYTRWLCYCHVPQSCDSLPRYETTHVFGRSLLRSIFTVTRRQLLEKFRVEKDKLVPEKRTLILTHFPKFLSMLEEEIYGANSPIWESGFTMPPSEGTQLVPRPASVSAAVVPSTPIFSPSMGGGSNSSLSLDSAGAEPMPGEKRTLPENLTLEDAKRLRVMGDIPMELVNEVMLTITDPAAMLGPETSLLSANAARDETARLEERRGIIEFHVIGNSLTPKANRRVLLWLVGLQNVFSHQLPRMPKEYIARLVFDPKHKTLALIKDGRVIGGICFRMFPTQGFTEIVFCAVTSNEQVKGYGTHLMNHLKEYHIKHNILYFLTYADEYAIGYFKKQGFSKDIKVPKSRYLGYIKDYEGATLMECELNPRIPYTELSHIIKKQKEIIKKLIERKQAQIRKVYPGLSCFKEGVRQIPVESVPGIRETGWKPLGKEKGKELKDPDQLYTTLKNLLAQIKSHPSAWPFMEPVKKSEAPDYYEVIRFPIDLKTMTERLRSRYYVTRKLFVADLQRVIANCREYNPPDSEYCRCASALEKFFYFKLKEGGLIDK
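Enzyme at 20nM final was mixed with library compounds for 15 min at room temperature. Peptide H3(1-25) at 75uM, acetyl-CoA at 70uM and ThioGlo1 at 50uM were then added. Plates were read immediately and after 20 min (Ex340nm/Em540nm).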
TDP1 inh – qHTS Assay for Inhibitors of Tyrosyl-DNA Phosphodiesterase (TDP1). Tyrosyl-DNA phosphodiesterase 1 (Homo sapiens), Q9NUW8. recombinant TDP1, AlphaScreen DNA substrate cleavage. Potency, µM (doses to about 130 µM), for the others: top-dose activity change, negative = inhibition, actives largely listed as inhibitors. 350,000 tested, 0.28% active; note: nearly all actives have a fitted effect of over 40% in size
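Compounds were preincubated with Tdp1 (1 nM final) for 15 min at room temperature before substrate (15 nM final) started a 5 min reaction; beads (10 ug/ml final) were then added for 10 min before AlphaScreen detection.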
Numbers without * were called inactive; ? = inconclusive; . = not tested or not shown; [ ] = dose if it differs, or a comment. Calls come from the whole dose curve; as a rule, active = well fitted curve in the direction sought with a large enough effect; inconclusive = small, poorly fitted or top-dose-only effect, or another doubt; inactive = no such curve, though single readings can be large; an effect the other way counts as inactive or inconclusive. % is set by controls: 0 for no effect and ±100 for the full control effect; potency is the fitted concentration of half-maximal effect.

SMILES	DT40 TDP1 no CPT	KAT2A inh	TDP1 inh
O=C(O)CC(NS(=O)(=O)c1ccc2c(c1)OCCO2)c1ccccc1[N+](=O)[O-] (centres undefined)	-3%	-3%	2%
C/C(=N\NC(=O)c1ccc(N)cc1)C1CC1	2%	0%	2%
COc1ccc(N(CC(=O)NCCSCc2ccc(Cl)cc2)S(C)(=O)=O)cc1Cl	?	-13%	2%
COc1cc(C(=O)N(Cc2cccnc2)Cc2cc3cc4c(cc3[nH]c2=O)OCCO4)cc(OC)c1OC	?	37%	6%
CC1(c2ccc3c(c2)OCCCO3)NC(=O)N(CC(=O)Nc2cccc(C#N)c2)C1=O (centres undefined)	?	-4%	2%
COc1ccc(OC)c(S(=O)(=O)NCC(=O)O)c1	7%	2%	1%
Cc1ccc(C(C)(C)NC(=O)C2CCC(=O)N(CC3CCCCC3)C2)cc1 (centres undefined)	1%	-6%	2%
COC(=O)c1ccccc1NC(=O)CSc1nc2nc(C)cc(C)n2n1	.	2%	2%
CC(C)CNC(=O)N1c2ccccc2Sc2ccccc21	?	-2%	5%
COc1ccc(C(=O)CN2CCN(c3ncccn3)CC2)cc1	-13%	-7%	.
CC(NS(=O)(=O)c1ccc(Cl)c(Cl)c1)C(=O)OCC(=O)N1CCCCCC1 (centres undefined)	1%	-3%	0%
CC(=O)Nc1ccc(C(=O)OCC(=O)c2ccc(C)c([N+](=O)[O-])c2)cc1	-28%	-23%	4%
O=C1CC(CSc2ccc(Cl)cc2)=NN1	-20%	0%	.
Cc1cc(C)c(S(=O)(=O)Nc2cc(-c3cn4ccccc4n3)ccc2C)cc1C	21µM*	-9%	7%
Cc1cc(C)cc(OC(C)C(=O)Nc2ccc3c(c2)n(C)c(=O)n3C)c1 (centres undefined)	?	-7%	.
O=c1[nH]c(N2CCc3ccccc3C2)nc2c1CCC2	-20%	2%	0%
Nc1nnc(-c2ccncc2)s1	4%	-2%	0%
COc1ccc(/C=N/NC(=O)c2cccc([N+](=O)[O-])c2)cc1OS(=O)(=O)c1ccc(C)cc1	2.6µM*	-13%	-2%
CCOC(=O)N1CCC(=NNC(=O)c2ccccc2F)CC1	7%	-5%	4%
Nc1c(-c2cccc(Cl)c2)cnc2c(-c3ccccc3)cnn12	-22%	-4%	.
CCN(CC)C(=O)CSc1nnc(-c2cc3ccccc3cc2O)n1CC	9.2µM*	2%	-5%
CN1C(=O)N(S(=O)(=O)c2ccc(F)c(F)c2F)C(=O)C1(C)C	-16%	25%	1%
CC(C)(C)OC(=O)N1CCC(c2c(C(=O)N3CCOCC3)cnn2-c2cccc(F)c2)CC1	8%	-11%	-1%
Cc1ccccc1-n1cc(CNC(=O)CC2C(=O)NCCN2C/C=C/c2ccccc2)cn1 (centres undefined)	1%	-2%	3%
COC(=O)c1ccc2c(=O)n(CCCCCC(=O)O)c(=O)[nH]c2c1	-10%	-2%	-3%

In the list so far, these have sulfur.
SMILES	DT40 TDP1 no CPT	KAT2A inh	TDP1 inh
O=C(O)CC(NS(=O)(=O)c1ccc2c(c1)OCCO2)c1ccccc1[N+](=O)[O-] (centres undefined)	-3%	-3%	2%
COc1ccc(N(CC(=O)NCCSCc2ccc(Cl)cc2)S(C)(=O)=O)cc1Cl	?	-13%	2%
COc1ccc(OC)c(S(=O)(=O)NCC(=O)O)c1	7%	2%	1%
COC(=O)c1ccccc1NC(=O)CSc1nc2nc(C)cc(C)n2n1	.	2%	2%
CC(C)CNC(=O)N1c2ccccc2Sc2ccccc21	?	-2%	5%
CC(NS(=O)(=O)c1ccc(Cl)c(Cl)c1)C(=O)OCC(=O)N1CCCCCC1 (centres undefined)	1%	-3%	0%
O=C1CC(CSc2ccc(Cl)cc2)=NN1	-20%	0%	.
Cc1cc(C)c(S(=O)(=O)Nc2cc(-c3cn4ccccc4n3)ccc2C)cc1C	21µM*	-9%	7%
Nc1nnc(-c2ccncc2)s1	4%	-2%	0%
COc1ccc(/C=N/NC(=O)c2cccc([N+](=O)[O-])c2)cc1OS(=O)(=O)c1ccc(C)cc1	2.6µM*	-13%	-2%
CCN(CC)C(=O)CSc1nnc(-c2cc3ccccc3cc2O)n1CC	9.2µM*	2%	-5%
CN1C(=O)N(S(=O)(=O)c2ccc(F)c(F)c2F)C(=O)C1(C)C	-16%	25%	1%

Remaining list, next part:
SMILES	DT40 TDP1 no CPT	KAT2A inh	TDP1 inh
Cn1c(=O)n(CCc2ccccc2)c(=O)c2c1nc1n2CCCN1c1ccccc1	-10%	-3%	2%
CCC(=O)N(Cc1cc2c(C)cc(C)cc2[nH]c1=O)C1CCCCC1	?	-6%	-2%
CC(=O)c1ccc(OCCn2c(SCC(=O)O)nc3ccccc32)cc1	18%	-4%	2%
COCCNC(=S)N/N=C/c1ccc(OCc2ccc(C(=O)OC)cc2)cc1	-2%	-3%	3%
C=CCOc1c(Br)cc(C2C3=C(CCCC3=O)N(C)C3=C2C(=O)CCC3)cc1OCC	-28%	-11%	-3%
CCCCN(C)CCNC(=O)c1ccc2c(c1)NC(=O)CN2	?	6%	5%
COC(=O)[C@]1(C)N[C@H](CN(C)C(=O)c2ccc(F)cc2)[C@@H]2C(=O)N(C)C(=O)[C@@H]21	3%	2%	1%
Nc1nc(Nc2ccccc2F)nc(NC2CCCCC2)c1[N+](=O)[O-]	?	-1%	.
COc1ccc(CN(CC(=O)NC2CCCC2)C(=O)CN2C(=O)COc3ccccc32)cc1	-16%	3%	3%[0.0935 µM]
Cc1ccc(C)c(N2CCN(Cc3nnnn3C3CCCCC3)CC2)c1	?	-7%	0%
O=C(C1=NNCC1c1ccc(Cl)cc1)C1CO1 (centres undefined)	?	-3%	-2%
Cc1cc(NC(=O)CSc2ncccc2C(=O)O)no1	?	-15%	-8%
O=C(Cc1ccccc1F)Nc1ccc(SC(F)F)cc1	?	-3%	6%
CC1CCCN(C(=O)c2sc3cc([N+](=O)[O-])ccc3c2Cl)C1 (centres undefined)	16µM*	-14%	5%
O=C(Cn1c(=O)ccn(Cc2ccccc2)c1=O)Nc1cccc(S(=O)(=O)N2CCOCC2)c1	1%	-2%	1%
Cc1ccccc1-n1c(C)nc2ccccc21	?	0%	5%
CC(C)(C)OC(=O)NCc1ccc(CNC(=O)c2nc[nH]c2C(=O)N2CCN(c3ccccc3)CC2)cc1	26µM*	-8%	5%
CSc1nc(=S)c2[nH]c(=S)[nH]c2[nH]1	-1%	3.2µM*	0%
COc1ccc(C2CC(c3ccccc3)=NN2c2ccccc2)c(C(=O)O)c1OC (centres undefined)	-16%	-23%	-1%
CCC(=O)Nc1cccc(NC(=O)c2ccc(C)c([N+](=O)[O-])c2)c1	-20%	-5%	6%
CCC(C)(C)NC(=O)C(c1ccc(F)cc1)N(Cc1ccccc1)C(=O)c1cnccn1 (centres undefined)	-29%	-8%	6%
Cc1ccccc1NS(=O)(=O)c1cc(C(N)=O)ccc1C	2%	3%	4%
Cc1nc2ccc(S(=O)(=O)NCC(=O)Nc3ccc(F)cc3F)cc2s1	-11%	-1%	-3%
CSc1nc2ccccc2n1CC(=O)Nc1cc(C(F)(F)F)ccc1N1CCOCC1	16µM*	-8%[0.501 µM]	-1%
CCCCC(CCC(=O)Nc1cc([N+](=O)[O-])ccc1O)C(=O)O (centres undefined)	14%	-4%	0%

Reformatted as a markdown table: 2 of the compounds above
| SMILES | DT40 TDP1 no CPT | KAT2A inh | TDP1 inh |
| --- | --- | --- | --- |
| Cc1ccc(C)c(N2CCN(Cc3nnnn3C3CCCCC3)CC2)c1 | ? | -7% | 0% |
| O=C(C1=NNCC1c1ccc(Cl)cc1)C1CO1 (centres undefined) | ? | -3% | -2% |

New compounds follow
SMILES	DT40 TDP1 no CPT	KAT2A inh	TDP1 inh
COc1cccc(C(=O)C2CCCN(C/C=C/c3ccccc3OC)C2)c1 (centres undefined)	?	?	5%
CN(C)/C=C/C(=O)c1ccc(OCCN(C)c2ccccn2)cc1	1%	-7%	.
CCOc1ccc2nc(NC(=O)c3nc(SCc4ccccc4F)ncc3Cl)sc2c1	?	-5%	-7%
C=CCn1c(O)c(N=NC(=O)c2ccccc2NS(=O)(=O)c2cccs2)c2ccccc21	-21%	-18%	3%
COc1ccccc1N1C(=O)c2ccccc2NC1c1ccc(O)cc1 (centres undefined)	-3%	4%	.
N#C/C(=C\c1ccc(F)cc1)c1n[nH]c(Cn2cncn2)n1	1%	-16%	3%
CC(C)CCOc1ccc(C2CC(=O)N(C)C2=O)cc1 (centres undefined)	-19%	-6%	1%
CCCn1cc(S(=O)(=O)c2ccccc2)c(=O)c2cc(F)c(N3CCCC3)cc21	?	3%	7%
Cc1cc(C)n2cc(COc3ccccc3)nc2n1	-15%	-3%	3%
CCOc1ccc(C(=O)NCC(=O)OCCCOC(=O)CNC(=O)c2ccc(OCC)cc2)cc1	-27%	?	1%
COc1c(C)cc(Br)cc1C(=O)NC(=S)NCc1ccco1	?	-10%	3%
CCc1cc(C(=O)c2ccccc2OC)c(N)s1	?	-5%	7%
COc1ccc(CCNC(=O)c2cnn(-c3ccc(F)cc3)c2C2CCN(C(=O)OC(C)(C)C)CC2)c(OC)c1	13µM*	1%	3%
O=C(COc1cc2oc(=O)c3c(c2cc1Cl)CCC3)NCC(O)c1ccccc1 (centres undefined)	?	-18%	6%
Cc1cc(S(=O)(=O)NCCCN2CCOCC2)c(Cl)cc1Cl	-16%	-3%	.
O=C(NCc1ccccc1)C1CCN(C(=O)c2cnn(-c3ccccc3)c2-n2cccc2)CC1	-19%	-5%	1%
Clc1ccc(/C=N/Nc2ncnc3nc[nH]c23)cc1	-20%	-3%	.
CCCCn1c(SCN2C(=O)c3ccccc3C2=O)nc2cc(S(N)(=O)=O)ccc21	-30%	-8%	4%
COC(=O)c1ccc(OCCOc2ccccc2C)cc1	-5%	-17%	79µM*
O=C(CN(Cc1ccccc1)C(=O)CCC(=O)Nc1nccs1)NCc1ccc(F)cc1	-8%	-2%	12%
COc1ccc2[nH]c(C)cc(=O)c2c1	?	-1%	-5%
CCOCc1nc(C)c(Cl)c(NS(=O)(=O)c2ccc(N)cc2)n1	0%	1%	0%
O=C(CSc1nnc2c(n1)[nH]c1ccccc12)N1CCCCC1	-27%	-5%	.
CNC(=O)CSCCn1c(SCC(=O)NC)nc2ccccc2c1=O	1%	-7%	2%
S=C(Nc1ccc2c(c1)OCO2)Nc1ccccc1Cl	-6%	-8%	0%
SMILES	DT40 TDP1 no CPT	KAT2A inh	TDP1 inh
CC(C)(C)SCCNC(=O)c1ccc(Cl)c([N+](=O)[O-])c1	16µM*	-8%	-6%
COc1ccccc1CN1CC(C(=O)NC2CCOCC2)CCC1=O (centres undefined)	-22%	-7%	1%
Cc1ccccc1NC(=O)C1CCN(C(=O)c2cnn(-c3ccccc3)c2-n2cccc2)CC1	16µM*	-2%	-5%
CC1CCN(S(=O)(=O)N2CCCC(C(=O)NCc3ccccc3Cl)C2)CC1 (centres undefined)	-21%	-6%	9%
O=C(Nc1ccc(Cl)cn1)c1ccc(COCC(F)(F)C(F)F)o1	-10%	-20%	-3%
CCOc1ccccc1N1CC(C(=O)Nc2ccccc2N2CCOCC2)CC1=O (centres undefined)	-4%	8%	4%
CCN1CCC2(CC1)N=C(c1ccc(F)cc1)C(=S)N2C(=O)c1ccc(C(C)(C)C)cc1	-11%	-11%	-3%
CCOC(=O)C1=C(C)N(C)C(C)=C(C(=O)OCC)C1c1cccnc1	-29%	-14%	7%
CCn1c(O)c(N=NC(=O)Cc2csc(N3CCOCC3)n2)c2ccccc21	-26%	-7%	3%
O=C(COc1ccccc1F)NNC(=O)c1ccc2c(=O)n3c(nc2c1)CCC3	-16%	-1%	.
Cc1ccc(C)c(CN2C(=O)c3ccccc3Sc3ccc(C(=O)NCc4ccc5c(c4)OCO5)cc32)c1	-14%	-2%	2%
Cc1c(C(=O)Nc2ccc(S(=O)(=O)Nc3ncccn3)cc2)oc2ccc(Cl)cc12	-16%	-3%	3%
COc1ccc(N2CCN(C(=O)CN3C(=O)NC(C)(C4CC4)C3=O)CC2)cc1 (centres undefined)	-20%	-2%	0%[56.1 µM]
Cc1ccc(C2CC(=O)C(C=NCCN3CCN(C(=S)Nc4ccccc4)CC3)=C(O)C2)cc1 (centres undefined)	2%	-4%	4%
CC(=O)COc1ccc2c3c(c(=O)oc2c1C)CCCCC3	?	-4%	-5%

Screens as filed in PubChem.

The list is partial. The share of hits here may be higher or lower than overall.
